SW480 rereplic = induces DNA re-replication in SW480 colon adenocarcinoma cells; SW480 DNA re-replication, Hoechst DNA content imaging, 48 h; 340,000 tested, 1.8% active; Potency, µM (series often up to 46.1 µM), for the others: at the top dose re-replication activation, actives largely listed as activators; AID 624297; also: potency is read from the fitted curve at half-maximal effect; % of control where 0% means no effect; nearly all actives have a fitted effect of over 55% in size
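Cells (250 per well) received 23 nL compound or DMSO by pin tool and were kept 48 hr at 37 C, 5% CO2. Nuclei were then stained with Hoechst for 40 min and scanned for DNA content.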
IL1B secr inh = inhibitors of inflammasome signaling (IL-1 beta secretion). THP-1 LPS/ATP IL-1B secretion, AlphaLISA, 16 h; hits give low values. activity change, % at 57.5 µM. 360,000 tested, 4.7% active. AID 743279; in the data active = activity change below about -50%; inconclusive = mostly about -30% to -49%; also: % is scaled to controls: 0 for no effect and ±100 for the full control effect
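Secreted IL-1B measured by AlphaLISA bead assay after 16 h compound exposure of THP-1 cells; compounds (final up to 57.5 uM) added 1 h before LPS (250 ng/mL) and ATP (1.25 mM) stimulation; lower signal means less secretion.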
KB-V1 cytotox = KB-V1 MDR subline cytotoxicity. KB-V1 MDR cells viability, CellTiter-Glo, 72 h. Potency, µM (top dose mostly 46.1 µM), for the others: top-dose activity change, negative = cytotoxicity, actives largely listed as cytotoxic. 400,000 tested, 3.4% active; also: potency is read from the fitted curve at half-maximal effect; % is scaled to controls: 0 for no effect and ±100 for the full control effect; nearly all actives have a fitted effect of over 60% in size
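Drug-selected KB-V1 cells, grown in DMEM lacking phenol red with 10% FBS, receive compound titrations; after three days at 37 degrees C, surviving cell ATP is quantified by CellTiter-Glo luminescence and responses normalized and curve-fitted.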
KB-3-1 cytotox = KB-3-1 parental cell cytotoxicity; KB-3-1 viability, CellTiter-Glo ATP luminescence, 72 h; Potency, µM (doses to about 46.1 µM), for inactives: top-dose activity change, negative = cytotoxic, actives largely listed as cytotoxic; 400,000 tested, 1.4% active; AID 1347075; also: potency is read from the fitted curve at half-maximal effect; % is scaled to controls: 0 for no effect and ±100 for the full control effect; nearly all actives have a fitted effect of over 60% in size
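Luminescent ATP read-out (CellTiter-Glo) measures survival of drug-naive KB-3-1 cells after 72 h compound exposure at 37 °C. Titration series was screened from lowest to highest concentration, with DMSO vehicle plates as background controls.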
HT1080-NT tox = kills 2HG-producing HT-1080-NT fibrosarcoma cells; HT-1080-NT fibrosarcoma viability, CellTiter-Glo ATP luminescence, 48 h; 360,000 tested, 1.6% active; Potency, µM (highest dose often 46.1 µM), for inactives: top-dose activity, negative = less viability, most hits filed as cytotoxic; AID 686970;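 also: NT is the 2HG producing partner of a matched IDH1 knockdown line; potency is read from the fitted curve at half-maximal effect; 0% = DMSO-treated cells and -100% = media-only wells without cells; nearly all actives have a fitted effect of over 55% in size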
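HT-1080-NT fibrosarcoma cells (2HG-overproducing), 750 cells/well in RPMI with 5% FBS, dosed after 2 h and incubated 48 h at 37C. CellTiter-Glo luminescence normalized to DMSO and no-cell wells; concentration-response curves fitted and classed.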
HT1080 IDH1KD tx = HT-1080 IDH1 knockdown cell toxicity (counter line). 360,000 tested, 2% active. HT-1080 IDH1 knockdown viability, ATP luminescence, 48 h. Potency, µM (titrated, usually from 46.1 µM), without a hit: at the top dose activity, negative = toxicity, usual class: cytotoxic;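 also: potency is read from the fitted curve at half-maximal effect; 0% = DMSO wells and -100% = cell-free medium wells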
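In this qHTS, HT-1080 cells depleted of IDH1 are exposed for 48 h at 37 °C to compound titrations. Toxicity is scored from CellTiter-Glo luminescence, with DMSO as full viability and medium alone as none.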
D3 ag = D3 dopamine receptor (human) agonism. D3R DiscoveRx beta-arrestin cells, luminescence, 90 min. max activation, %. P35462. 410,000 tested, 0.58% active; in the data active = max activation above about 30%; also: 0% is about no effect; mostly tested at two doses, the higher about 12 µM
Target sequence (P35462 whole entry, looked up): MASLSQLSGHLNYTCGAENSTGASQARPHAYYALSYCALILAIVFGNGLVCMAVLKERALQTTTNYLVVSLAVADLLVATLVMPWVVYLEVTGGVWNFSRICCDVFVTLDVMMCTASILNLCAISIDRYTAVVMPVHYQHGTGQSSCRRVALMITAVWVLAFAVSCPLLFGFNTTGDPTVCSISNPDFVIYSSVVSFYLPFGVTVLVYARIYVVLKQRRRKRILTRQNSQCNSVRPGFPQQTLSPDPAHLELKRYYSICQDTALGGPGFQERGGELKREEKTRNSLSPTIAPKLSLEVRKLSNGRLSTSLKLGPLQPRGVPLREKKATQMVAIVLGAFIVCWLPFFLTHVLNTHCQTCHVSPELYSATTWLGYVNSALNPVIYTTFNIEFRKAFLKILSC
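Agonist-mode cell screen: cells plated at 1500/well and incubated overnight at 37 °C, then exposed to library compounds for 90 min at 37 °C. Detection reagent was added for 30–60 min at room temperature, and luminescence was read.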
HEK293 tox = cytotoxicity counter-screen for GLP-1 receptor inverse agonists; HEK293 cAMP-luciferase reporter cells, luminescence, 24 h; Potency, µM (titrated, usually from 38.3 µM), without a hit: at the top dose activity change, negative = inhibition, usual class: inhibitors; 410,000 tested, 0.13% active; AID 624418;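 also: loss of luciferase light is scored as toxicity; potency is read from the fitted curve at half-maximal effect; % is scaled to controls: 0 for no effect and ±100 for the full control effect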
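A 23 nL compound transfer followed 12 hours of cell culture at 37 deg C; exposure then lasted 24 hr. Luciferase assay detection reagent was dispensed and plates read for luminescence after a 12 min room-temperature wait.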
MCF10A rereplic = induces DNA re-replication in MCF 10a normal breast cells; MCF 10A DNA re-replication, Hoechst nuclear intensity, 48 h; Potency, µM (top dose mostly 46.1 µM), for inactives: top-dose activity, positive = re-replication, hits mostly activators; 350,000 tested, 2.9% active; also: potency is read from the fitted curve at half-maximal effect; % of control where 0% means no effect; nearly all actives have a fitted effect of over 50% in size
The depositor's hits bear a star; ? = inconclusive; · = not tested or not shown; [ ] = remark or other dose. Unless noted, calls follow the shape of the dose curve; as a rule, active = well fitted curve in the direction sought with a large enough effect; inconclusive = small, poorly fitted or top-dose-only effect, or another doubt; inactive = no such curve, though single readings can be large; an effect the other way counts as inactive or inconclusive.

Start of the listing, in advance (4 entries):
SMILES	SW480 rereplic	IL1B secr inh	KB-V1 cytotox	KB-3-1 cytotox	HT1080-NT tox	HT1080 IDH1KD tx	D3 ag	HEK293 tox	MCF10A rereplic
CSCC[C@H](NC(=O)c1cccc(S(=O)(=O)N2CCN(C)CC2)c1)c1nc2ccccc2[nH]1	?	-3.0	?	21.2%	-12.8%	-11.2%	-5.5	3.8%	-3.2%
CN1CCOC(=O)/C1=N/Nc1cc(Cl)ccc1Cl	-5.1%	8.7	18.4%	-0.7%	?	20.6µM*	-5.5	-8.5%	16.0%
CN(Cc1ccc(-n2cccn2)cc1)Cc1nc(-c2cnccn2)no1	2.1%[1.84 µM]	22.0	-17.1%	-7.7%	15.0%	15.9%	-2.1	-5.4%	-29.2%
COc1ccc(C(=O)Nc2ccc(NC(=O)c3cccs3)cn2)cc1	-4.6%	21.6	-9.1%	15.3%	-16.7%	-0.7%	-3.2	2.2%	3.9%

The whole of this part, from the first entry:
SMILES	SW480 rereplic	IL1B secr inh	KB-V1 cytotox	KB-3-1 cytotox	HT1080-NT tox	HT1080 IDH1KD tx	D3 ag	HEK293 tox	MCF10A rereplic
CSCC[C@H](NC(=O)c1cccc(S(=O)(=O)N2CCN(C)CC2)c1)c1nc2ccccc2[nH]1	?	-3.0	?	21.2%	-12.8%	-11.2%	-5.5	3.8%	-3.2%
CN1CCOC(=O)/C1=N/Nc1cc(Cl)ccc1Cl	-5.1%	8.7	18.4%	-0.7%	?	20.6µM*	-5.5	-8.5%	16.0%
CN(Cc1ccc(-n2cccn2)cc1)Cc1nc(-c2cnccn2)no1	2.1%[1.84 µM]	22.0	-17.1%	-7.7%	15.0%	15.9%	-2.1	-5.4%	-29.2%
COc1ccc(C(=O)Nc2ccc(NC(=O)c3cccs3)cn2)cc1	-4.6%	21.6	-9.1%	15.3%	-16.7%	-0.7%	-3.2	2.2%	3.9%
c1ccc(CNc2nc3ccccc3c3nc(-c4ccccc4)nn23)cc1	·	·	7.9%	1.0%	·	·	3.7	-0.7%	·
COc1ccc(S(=O)(=O)N2CCC(=O)N2)cc1	-4.7%	-4.4	-4.8%	6.7%	-0.1%	1.0%	-1.6	12.8%	14.1%
N#CC1=C(N)NC(=S)C(C(N)=O)C1c1ccc(Cl)cc1Cl (stereo not given)	16.4µM*	5.5	?	-0.4%	?	?	-9.8	?	14.6µM*
O=C(c1cc(-c2cccc(Cl)c2)on1)N1CCN(c2ccc(F)cc2)CC1	15.3%	15.3	-1.1%	-7.9%	0.0%	20.2%	5.6	8.4%	?
CCO[C@@H]1OC(C(=O)N2CCCCCCC2)=C[C@H](C2CCCCC2)[C@H]1CCCO	-76.8%[inhibitor][9.22 µM]	-26.1	-4.5%	-24.8%	6.5%	-6.9%	3.6	0.6%	?
Nc1ccccc1C(=O)N/N=C1/C2CN3CCN(C2)CC1(Cc1ccccc1)C3	5.2%	2.8	16.8%	?	10.8%	12.8%	8.6	1.8%	-1.1%
CN(c1ccccc1)c1ncccn1	-5.8%	13.3	9.7%	1.0%	11.5%	0.0%	-0.8	4.0%	-5.4%
C/C(=N/NC(=O)CNC(=O)c1ccccc1F)c1ccc2c(c1)CCCC2	-21.2%	12.7	-16.9%	23.2%	-9.0%	-2.9%	-6.1	2.3%	2.7%
CNC(=O)c1c(NC(=O)CCS(=O)(=O)c2ccccc2)sc(C)c1C	-8.5%	20.9	17.0%	20.5%	1.5%	5.5%	0.4	2.4%	-2.6%
CC(=O)c1cnc(-c2ccccc2)s1	-8.3%	21.3	-5.7%	1.3%	-0.8%	13.6%	2.8	0.4%	-11.4%
COC(=O)C(N)Cc1ccc(O)cc1 (stereo not given)	-3.0%	9.9	-14.2%	?	0.7%	-1.9%	-2.3	-9.3%	-0.2%
Cc1occc1-c1nnc(SCC(=O)c2ccc(Cl)cc2)n1C	-1.8%	-13.8	-23.5%	5.0%	25.9%	8.3%	-12.2	-13.1%	4.6%
CCOC(=O)C1CCN(C(=O)CCN2C(=O)C3C4C=CC(C4)C3C2=O)CC1 (stereo not given)	-3.1%	3.2	-4.5%	4.1%	-2.8%	-1.3%	-2.6	20.9%	3.1%
Cc1c(NC(=O)/C(=C/c2cccs2)NC(=O)c2ccccc2)c(=O)n(-c2ccccc2)n1C	-5.0%	-7.0	-2.6%	4.1%	7.5%	0.0%	-8.5	7.8%	-0.2%
CN(C)c1ccc(NC(=O)CC2NCCNC2=O)cc1 (stereo not given)	-1.8%	14.9	7.8%	10.3%	7.8%	2.0%	2.6	2.7%	0.3%
COC(=O)c1ccccc1NC(=O)CN1C(=O)NC2(CCCCCCC2)C1=O	0.7%	1.5	0.0%	-5.3%	-22.5%	-14.9%	-2.4	1.9%	1.1%
Cc1ccc(CN(Cc2cc3cc(C)ccc3[nH]c2=O)C(=O)N2CCOCC2)cc1	-19.7%	-23.6	3.2%	10.0%	5.1%	3.1%	-8.5	5.3%	8.5%
CCNc1nc(Oc2ccc(=O)[nH]n2)nc(N2CCOCC2)n1	0.0%	-1.9	0.0%	-0.1%	-4.4%	-3.9%	-0.8	9.9%	-0.2%
O=C(CSc1nc(-c2ccc(F)cc2)cc(C(F)(F)F)n1)Nc1ccc2c(c1)OCO2	3.1%	19.0	-3.2%	-5.5%	1.7%	12.7%	5.9	-12.0%	?
O=C(CN1CCOc2ccccc21)NCc1ccc(Cl)cc1	-1.6%	-8.5	22.7%	4.5%	-5.7%	-6.6%	3.8	-9.2%	-3.3%
COc1ccc(CN2CN(C(C)C)CSC2=S)cc1	?	-23.6	?	?	-2.6%[9.24 µM]	15.6%	1.3	-6.4%	5.17µM*
Additional results
SMILES	SW480 rereplic	IL1B secr inh	KB-V1 cytotox	KB-3-1 cytotox	HT1080-NT tox	HT1080 IDH1KD tx	D3 ag	HEK293 tox	MCF10A rereplic
O=C(O)c1cc(S(=O)(=O)NC(CO)C(O)c2ccc([N+](=O)[O-])cc2)ccc1Br (stereo not given)	-8.6%	31.2	0.0%	-7.5%	11.6%	3.2%	4.3	-18.0%	6.0%[9.22 µM]
CCOc1ccc(Oc2ccc(S(=O)(=O)N3CCOCC3)cc2NC(=O)C2=COCCO2)cc1	13.0%	-3.1	?	1.2%	-6.4%	2.5%	-20.3	19.0%	13.3%
CN(CC(=O)Nc1cccc(F)c1)C(=O)c1cc2c(s1)CCCCC2	-35.4%[inhibitor]	-14.7	-30.8%	-11.0%	-7.8%	-12.1%	-8.7	-8.4%	-25.0%
Cc1cccc(OCC(=O)N2CCN(C(=O)c3cccs3)CC2)c1	-7.4%	-14.4	-0.4%	12.0%	20.0%	17.0%	6.4	-20.5%	0.9%
N#Cc1ccccc1CSc1nc2ccc(NC(=O)c3ccccc3C(=O)O)cc2s1	-4.2%	2.4	?	?	-0.7%	-6.1%	19.8	2.2%	?
O=C1CSC(=S)N1/N=C/c1cccnc1	-47.8%[inhibitor]	-4.1	-2.8%	1.8%	11.9%	5.3%	22.7	1.1%	?
Cc1ccc(C(=O)Nc2ccccc2)cc1S(=O)(=O)Nc1ccc(Br)cc1	·	·	?	?	·	·	6.5	?	·
O=C(NCCCNC(=O)c1ccccn1)c1cccc(F)c1	-2.6%	9.2	2.0%	?	0.0%	-2.6%	1.7	12.7%	-2.1%
Cc1c(Cl)cccc1NC(=O)c1ncn[nH]1	-9.8%	0.0	10.8%	7.2%	8.2%	5.8%	0.4	3.4%	5.0%
O=C(COC(=O)c1ccc(Cl)c(S(=O)(=O)N2CCCCC2)c1)NCc1ccco1	4.4%	13.4	-3.4%	-2.3%	-4.6%	0.1%	0.7	-3.4%	21.1%
O=C(NC(=S)NC1CCS(=O)(=O)C1)c1ccccc1F (stereo not given)	2.1%	18.2	1.0%	2.5%	-0.6%	6.5%	5.4	-1.5%	?
O=C1C=C(N2CCOCC2)C2(CCCCC2)O1	-14.4%	-4.2	-3.7%	?	-2.5%	1.4%	-2.9	-13.8%	8.1%
COc1ccc(/C=N/n2cnc3c([nH]c4ccccc43)c2=O)cc1CO	?	6.0	0.1%	3.4%	0.0%	2.9%	4.3	2.0%	1.5%
COc1cccc(NC(=O)CN(C)C(=O)CN2C(=O)c3ccc([N+](=O)[O-])cc3C2=O)c1	-392.8%[inhibitor]	21.3	18.0%	11.9%	7.7%	1.2%	8.3	-6.8%	?
CC[C@@H](CC1CCCCC1)C(=O)N(Cc1ccccc1)c1ccccc1	-3.8%	40.4	?	-28.0%	-3.6%	-3.7%	-17.0	?	14.3%
CCC(c1nnnn1Cc1ccco1)N(Cc1cc2cc(C)cc(C)c2[nH]c1=O)CC1CCCO1 (stereo not given)	?	-23.9	1.5%	-8.6%	-1.0%	3.6%	-5.9	-6.9%	6.1%
CC1CCCCC1NC(=O)COC(=O)c1ccc2c(c1)NC(=O)CS2 (stereo not given)	-4.9%	27.1	-2.9%	?	4.7%	22.5%	0.6	4.7%	13.9%
Cc1ccccc1Cn1c(CN2CCC(C(=O)NCc3cccnc3)CC2)cc2ccccc21	·	·	-3.8%	1.3%	·	·	-3.4	5.8%	·
O=C(CN(C1CC1)S(=O)(=O)c1ccc(S(=O)(=O)NC2CCCCC2)cc1)Nc1ccccc1	?	-12.5	-6.3%	?	?	-36.8%	0.0	-3.3%	9.1%
Cc1ccsc1CNc1ncnc2ccc(-c3c(C)noc3C)cc12	-0.9%	·	?	?	·	·	·	·	5.8µM*
Cc1ccc(C(=O)C(OC(=O)CN2C(=O)c3ccccc3C2=O)c2ccccc2)cc1 (stereo not given)	-17.9%	24.1	15.1%	5.8%	-1.5%	-0.2%	-4.1	4.8%	0.1%
Cc1ccccc1-n1c(SC(C)C(=O)N2CCN(C)CC2)nc2ccccc2c1=O (stereo not given)	-1.4%	-20.4	-29.2%	0.0%	-2.6%	-1.8%	-5.4	-8.3%	-0.5%
CC(C)[C@H](NC(N)=O)C(=O)Nc1cccc([N+](=O)[O-])c1	-9.8%	0.0	3.3%	11.6%	29.3%	15.2%	-15.9	-4.9%	-7.8%
